# LmPK inhibitor: qHTS Assay for Inhibitors of Leishmania Mexicana Pyruvate Kinase (LmPK). Q27686. purified LmPK, Kinase-Glo ATP luminescence, 1 h. Potency, µM (series often up to 57.5 µM), without a hit: top-dose activity change, negative = inhibition, usual class: inhibitors. hit rate 0.37% among 290,000. AID 1721, 2009; further: potency means the concentration at half of the fitted maximal effect; on the % scale 0 is the no-effect control and ±100 the full control effect
# Target sequence (Q27686 whole entry, looked up): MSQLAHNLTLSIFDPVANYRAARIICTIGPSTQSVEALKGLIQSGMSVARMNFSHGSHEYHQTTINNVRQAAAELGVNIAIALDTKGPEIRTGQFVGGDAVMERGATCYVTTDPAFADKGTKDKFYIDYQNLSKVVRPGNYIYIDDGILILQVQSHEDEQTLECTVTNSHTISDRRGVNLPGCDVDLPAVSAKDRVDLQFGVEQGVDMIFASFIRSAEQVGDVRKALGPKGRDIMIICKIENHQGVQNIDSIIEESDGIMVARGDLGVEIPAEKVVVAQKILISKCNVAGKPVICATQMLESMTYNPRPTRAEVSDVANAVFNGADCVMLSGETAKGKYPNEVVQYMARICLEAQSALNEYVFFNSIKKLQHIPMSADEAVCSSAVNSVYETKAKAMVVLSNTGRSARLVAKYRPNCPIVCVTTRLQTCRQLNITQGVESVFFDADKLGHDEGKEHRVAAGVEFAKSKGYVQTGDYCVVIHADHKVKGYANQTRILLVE
#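 ATP generated from ADP (0.1 mM) and PEP (0.5 mM) by 0.1 nM LmPK over 1 h at room temperature (pH 7.2 imidazole buffer) was detected by coupled luciferase luminescence. Values were normalized to uninhibited and no-enzyme wells.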
# AmpC no deterg: qHTS Inhibitors of AmpC Beta-Lactamase (assay without detergent). Potency, µM (series often up to 57.1 µM), inactives show top-dose activity change, negative = inhibition, most hits filed as inhibitors. AID 485341, 2010. hit rate 0.52% among 330,000. AmpC nitrocefin hydrolysis, absorbance 480 nm, 0.0001% Triton. P00811;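 further: potency means the concentration at half of the fitted maximal effect; plate controls were no compound for no effect and no enzyme for full effect; nearly all actives have a fitted effect of over 20% in size; some results filed as inactive show a strong effect at the top dose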
# Target sequence (P00811 whole entry, looked up): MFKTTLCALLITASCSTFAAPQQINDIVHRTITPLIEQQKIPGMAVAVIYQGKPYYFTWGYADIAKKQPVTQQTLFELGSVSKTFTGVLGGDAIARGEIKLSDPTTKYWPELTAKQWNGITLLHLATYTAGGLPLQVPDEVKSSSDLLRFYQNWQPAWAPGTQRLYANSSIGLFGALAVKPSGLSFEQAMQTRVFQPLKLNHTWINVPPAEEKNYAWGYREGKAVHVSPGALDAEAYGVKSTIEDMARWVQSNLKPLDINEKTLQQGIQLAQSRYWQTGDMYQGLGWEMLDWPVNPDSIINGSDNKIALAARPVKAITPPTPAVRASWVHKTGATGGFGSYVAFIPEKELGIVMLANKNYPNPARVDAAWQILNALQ
#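 AmpC (5.3 nM in the dispensed reagent) in 20 mM phosphate pH 7.0 with 0.01% (detergent screen) or 0.0001% Triton X-100 was preincubated with compounds for 15 min at room temperature. Nitrocefin was then added from an 800 uM solution, and hydrolysis was followed at 480 nm.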
# Shiga inhibitor: A qHTS for Small Molecule Inhibitors of Shiga Toxin; Vero cells, Shiga toxin protein synthesis inhibition reporter; inhibition, % at 38.7 µM; hit rate 9.2% among 290,000; AID 2315, 2010; in the data active means inhibition mostly above about 28%, no sharp cut-off; inactive means mostly below about 43%; further: 0% is about no effect
# Cycloheximide cs: Cycloheximide Counterscreen for Small Molecule Inhibitors of Shiga Toxin; AID 2314, 2010; cell reporter, cycloheximide protein synthesis inhibition counterscreen; max response, %; hit rate 12% among 300,000; in the data active means max response mostly above about 13%, no sharp cut-off; inactive means mostly below about 14%; further: read at 38.3 µM for the half of the compounds with a filed dose; 0% is about no effect
# Pf growth 48h: Primary qHTS for delayed death inhibitors of the malarial parasite plastid, 48 hour incubation; AID 504832, 2011; hit rate 5.9% among 310,000; Potency, µM (top dose mostly 28.7 µM), for the others: top-dose activity change, negative = inhibition, actives largely listed as inhibitors; P. falciparum luciferase growth in erythrocytes, 48 h; further: potency means the concentration at half of the fitted maximal effect; on the % scale 0 is the no-effect control and ±100 the full control effect
#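 Firefly luciferase activity from engineered P. falciparum reports growth; inhibitors lower the luminescent signal. Cultures contained 2% hematocrit erythrocytes at 0.1% final parasitemia.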
# TbPYK inhibitor: qHTS of Trypanosoma Brucei Inhibitors; Potency, µM (highest dose often 76.8 µM), inactives show at the top dose activity, negative = inhibition, hits mostly inhibitors; TbPYK enzyme, Kinase-Glo Plus ATP luminescence, 45 min; hit rate 0.12% among 410,000; pyruvate kinase (Trypanosoma brucei), Q57TT1; further: potency means the concentration at half of the fitted maximal effect; on the % scale 0 is the no-effect control and ±100 the full control effect; nearly all actives have a fitted effect of over 50% in size
#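 Luminescent Kinase-Glo Plus end-point after 45 min room-temperature reaction of T. brucei pyruvate kinase started with 130 uM ADP (final). Buffer TEA 50 mM pH 7.2 with KCl, MgCl2, BSA, Tween-20; titration-based qHTS with fitted concentration-effect curves.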
# Pf growth 96h: Primary qHTS for delayed death inhibitors of the malarial parasite plastid, 96 hour incubation | hit rate 6.9% among 320,000 | P. falciparum luciferase reporter growth, 96 h | AID 504834, 2011 | Potency, µM (doses to about 28.7 µM), without a hit: at the top dose activity change, negative = inhibition, most hits filed as inhibitors; further: potency means the concentration at half of the fitted maximal effect; on the % scale 0 is the no-effect control and ±100 the full control effect
#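 96 h incubation, 37 C, 5% CO2, of luciferase-reporter P. falciparum-infected RBCs (2% hematocrit, 0.05% parasitemia final) with test compounds; endpoint luminescence.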
# Starred values were filed as active, the others as inactive; i = inactive; ? = inconclusive; . = no result given; [ ] = dose if it differs, or a comment. Unless noted, the call rests on the fitted dose curve; in most records, active means well fitted curve in the direction sought with a large enough effect; inconclusive means small, poorly fitted or top-dose-only effect, or another doubt; inactive means no such curve, though single readings can be large; an effect the other way counts as inactive or inconclusive.
SMILES,LmPK inhibitor,AmpC no deterg,Shiga inhibitor,Cycloheximide cs,Pf growth 48h,TbPYK inhibitor,Pf growth 96h
N/C(=N\OC(=O)Cc1ccccc1[N+](=O)[O-])c1cccnc1,0%,-14%,43,11,-8%,-10%,76%[activator]
CC(C)(C)N/N=C/c1cc(Cl)cc([N+](=O)[O-])c1O,-8%,-27%,-7,-1,4%,2%,?
CC1CN(C(=O)N2CCCCC2)CCN1C(=O)N1CCCCC1 (stereo not given),6%,-4%,-4,-2,18%,-3%,?
Cc1nn(CC(=O)Nc2ccccn2)c(C)c1[N+](=O)[O-],3%,-18%,41,2,-33%,-4%,?
Cc1cccc(NNC(=O)C2CCC2)c1,-1%,-13%,-8,-4,0%,2%,21%
CCOC(=O)Cn1nc(C)n(-c2ccc(Br)cc2)c1=O,-4%,-3%,-4,-2,1%,6%,20%
COc1ccc(NC(=O)CNC(=O)Cc2cccc3ccccc23)c(OC)c1,.,-7%,.,.,?,0%,?
Cc1ccc(C(=O)Nc2ccc(S(=O)(=O)N3CCc4ccccc4C3)cc2)o1,-12%,-29%,-6,-3,13µM*,-5%,.
CCN(CC)c1nc2n(c(=O)n1)CCN2CC,-1%,-12%,-7,-3,7%,0%,?
COc1ccccc1N1CCN(C(=O)/C=C/c2ccccc2)CC1,0%,37%,19,15,?,-5%,108%[activator]
CCN(CC(=O)Nc1ccccc1C(F)(F)F)C(=O)C1CSC2(C)CCC(=O)N12 (stereo not given),.,1%,.,.,7%,-1%,11%
CC(C)OCCCNC(=O)NC(=O)c1ccc(Cl)cc1,5%,-14%,-4,2,14%,-3%,?
Cn1c(CN2CCOCC2)nnc1SCc1ccccc1,-1%,-14%,-20,-2,13%,-3%,47%[activator]
COc1ccc(C2/C(=C(/O)c3ccc4c(c3)CC(C)O4)C(=O)C(=O)N2Cc2ccncc2)cc1 (stereo not given),0%,-16%,21,-3,26%,-1%,4%
Cc1ccc(CCNC(=O)C23CN(Cc4ccccc4)CC2C(c2cccc([N+](=O)[O-])c2)=NO3)cc1 (stereo not given),9%,5%,8,8,2.9µM*,1%,?
CC(=O)NCCC(=O)Nc1nc(-c2cccs2)c(-c2cccs2)s1,3%,-10%,-2,4,45%[activator],-2%,35%[activator]
Cc1c(-c2nnc(SCC(=O)O)n2-c2ccccc2Br)nnn1-c1ccccc1,2%,-20%,-1,-1,-20%,-17%,?
O=C(COC(=O)C1CC2CCCC(C1)C2=O)NNC(=O)c1ccccc1F (stereo not given),.,-16%,.,.,-11%,0%,40%[activator]
COc1ccc2c(c1)C=CC1(O2)N(CCO)c2ccccc2C1(C)C (stereo not given),10%,43%,41*,26*,13µM*,3%,?
COC(=O)c1ccc(NC(=O)C[n+]2ccccc2C)cc1,0%,-7%,-2,-3,-29%,6%,-3%
c1ccc(Cn2c[n+](Cc3ccccc3)cn2)cc1,-2%,-4%,4,11,-2%,1%,2%
CCOC(=O)c1c(C)[nH]c(C(=O)N2CCCC(C(=O)c3cccc(OC)c3)C2)c1C (stereo not given),6%,11%,-8,2,-1%,-20%,-13%
Cc1ccc(C)c2[nH]c(=O)c(CN(CC3CCCO3)C(=S)NCc3ccco3)cc12 (stereo not given),4%,106%[activator],-4,-3,?,-16%,?
O=S(=O)(c1ccc2ccccc2c1)N1CCN(CCO)CC1,0%,3%,19,-7,-9%,-5%,8%
O=C(COc1ccc2c(-c3ccccc3)cc(=O)oc2c1)NCCCn1ccnc1,1%,163%[activator],3,1,?,0%,-13%
# (continued)
SMILES,LmPK inhibitor,AmpC no deterg,Shiga inhibitor,Cycloheximide cs,Pf growth 48h,TbPYK inhibitor,Pf growth 96h
COc1ccc(OCCCC(=O)Nc2nccs2)cc1,-1%,-21%,20,13*,?,-18%,?
COc1ccccc1-c1cc(C(=O)Nc2c(F)cc(F)cc2Br)no1,7%,-25%,-4,5,?,2%,7%
Cn1c(=O)c2c(nc(SCc3cc4c(cc3Cl)OCO4)n2C)n(C)c1=O,-2%,2%,15,-3,56%[activator],.,-5%
CC(=O)Nc1ccc(NC(=O)C(C)OC(=O)C2(c3ccc(F)cc3)CCCC2)cc1 (stereo not given),8%,74%[activator],-3,-7,?,-8%,?
O=C1c2ccc([N+](=O)[O-])cc2C(=O)N1Cc1cccnc1,-6%,0%,-8,6,6%,1%,-1%
C=CCOc1ccc(Br)cc1CNCCCN1CCOCC1,-1%,-3%,-7,-1,?,1%,-21%
O=C(/C=C/Nc1ccc(F)c(Cl)c1)c1ccco1,-9%,-18%,142*,68*,89%[activator],-6%,.
CCCn1c(SCC(=O)N2c3ccccc3CCc3ccccc32)nc2c1c(=O)n(C)c(=O)n2C,3%,3%,-2,-2,15µM*,5%,i
C/C(=N\NC(=S)NCc1ccccc1)c1ccc2ccccc2c1,2%,25µM*,11,-2,-12%,4%,-39%
CCOc1ccc(NC(=O)COC(=O)C2(C)CC2(Cl)Cl)c([N+](=O)[O-])c1 (stereo not given),1%,-29%,45*,18*,?,-4%,?
CCOc1cc(NC(=S)NCCCOC)c(OCC)cc1NC(=O)c1ccco1,7%,36%,-1,3,-27%,7%,42%[activator]
Cc1ccc(S(=O)(=O)N2CCOCC2)cc1C(=O)OC(C)C(=O)c1ccccc1 (stereo not given),.,33%,.,.,?,-2%,0%
CC1=C(C(=O)OCc2ccccc2)C(c2ccccc2-c2ccccc2)NC(=O)N1CCCCCC(=O)O (stereo not given),0%,3%,-21,-4,?,-2%,12µM*
Cc1ccc(C2C3=C(CC(C)(C)CC3=O)OC3=C2C(=O)CC(C)(C)C3)cc1,-1%,-2%,-1,-5,10µM*,-26%,-6%
Nc1c(C(=O)CCC(=O)O)oc2ccc(Cl)cc12,12%,-5%,5,1,.,2%,1%
COC(=O)c1cccc(NC(=O)Cn2cnc3c2c(=O)n(C)c(=O)n3C)c1,-1%,-14%,-14,0,15%,6%,-19%
CC12CCC(=O)N1C(C(=O)NNC(=O)c1ccc(Cl)cc1)CS2 (stereo not given),.,-11%,.,.,-11%,2%,?
O=C(CSc1nnc(CNC(=O)C23CC4CC(CC(C4)C2)C3)n1-c1ccccc1)Nc1ccccc1,0%,77%[activator],16,-1,?,-12%,?
Cc1ccc(C(=O)NCCNC(=O)c2ccccc2)cc1,2%,74%[activator],-8,3,-1%,-2%,36%[activator]
CCCc1nnc(NC(=O)CCC(=O)N2CCN(Cc3cc(Cl)ccc3OC)CC2)s1,-8%,155%[activator],21,10,-16%,8%,?
COc1ccccc1Nc1nc(N)nc(CN2CCC(C)CC2)n1,-2%,-18%,-2,15,-25%,3%,32%[activator]
COc1ccc(C(N)=O)cc1N,5%,-21%,-15,-4,8%,4%,.
COc1cc([N+](=O)[O-])cc2sc(NC(=O)C3CC3)nc12,6%,-7%,47,-1,14%,6%,75%[activator]
CCOc1ccc(C(=O)NCCO)cc1,0%,-9%,-3,-2,55%[activator],6%,3%
COCCN(C(=O)CCc1nnc(CCc2c[nH]c3ccccc23)o1)C(C)C,2%,32%,-4,-1,?,5%,5%

# Some of the entries so far, with tabs:
SMILES	LmPK inhibitor	AmpC no deterg	Shiga inhibitor	Cycloheximide cs	Pf growth 48h	TbPYK inhibitor	Pf growth 96h
CCOc1cc(NC(=S)NCCCOC)c(OCC)cc1NC(=O)c1ccco1	7%	36%	-1	3	-27%	7%	42%[activator]
Cc1ccc(S(=O)(=O)N2CCOCC2)cc1C(=O)OC(C)C(=O)c1ccccc1 (stereo not given)	.	33%	.	.	?	-2%	0%
CC1=C(C(=O)OCc2ccccc2)C(c2ccccc2-c2ccccc2)NC(=O)N1CCCCCC(=O)O (stereo not given)	0%	3%	-21	-4	?	-2%	12µM*

# Going on with the list:
SMILES,LmPK inhibitor,AmpC no deterg,Shiga inhibitor,Cycloheximide cs,Pf growth 48h,TbPYK inhibitor,Pf growth 96h
COc1cc(/C=N/NS(=O)(=O)c2ccc(C)c([N+](=O)[O-])c2)cc([N+](=O)[O-])c1O,2%,-32%,.,-1,-31%,-14%,?
COc1ccc2c(c1OC)C(=O)OC2C1c2cc3c(cc2CCN1C)OCO3 (stereo not given),-1%,-7%,-5,1,13%,-6%,12µM*
Cc1cccc(CCNC(=O)Cn2ncc3c([nH]c4ccc(C)cc43)c2=O)c1,1%,-14%,15,-3,-1%,0%,10%
Cc1cccc(Nc2nc(NCc3ccco3)nc(N)c2[N+](=O)[O-])c1,2%,-55%,7,5,?,7%,?
S=C(S)N1CCNCC1,.,.,.,.,-1%,0%,-26%
C#Cc1ccc([C@@H]2C=C(C(=O)Nc3ccccc3)O[C@H](OCC)[C@H]2CCCO)cc1,10%,91%[activator],-8,-2,?,2%,1.9µM*
Cc1nccn1CCc1nc(N)nc(N)n1,-1%,-11%,-5,-3,7%,-6%,?
CCOC(=O)C1CCCN(CC(O)COc2cccc(C)c2)C1 (stereo not given),2%,-21%,9,2,3%,-1%,-13%
CN(C(=O)COC(=O)CSc1ccc([N+](=O)[O-])cc1)C1CCS(=O)(=O)C1 (stereo not given),.,-13%,.,.,24%,-15%,19%
Cn1c(=O)c2[nH]c(N3CCOCC3)nc2n(-c2ccccc2)c1=O,1%,-21%,-5,-3,15%,-2%,.
Nc1ccc(-c2nc3ccc(-c4nc5ccccc5o4)cc3[nH]2)cc1,6%,-14%,39,28*,9.3µM*,2%,24%
COc1ccccc1OCc1nnc(SCC(=O)c2cc(Cl)ccc2OC)o1,3%,17%,-14,-4,?,4%,?

# Seven entries picked at random from the list so far:
SMILES,LmPK inhibitor,AmpC no deterg,Shiga inhibitor,Cycloheximide cs,Pf growth 48h,TbPYK inhibitor,Pf growth 96h
Cc1cccc(Nc2nc(NCc3ccco3)nc(N)c2[N+](=O)[O-])c1,2%,-55%,7,5,?,7%,?
Cc1nccn1CCc1nc(N)nc(N)n1,-1%,-11%,-5,-3,7%,-6%,?
COc1ccc2c(c1OC)C(=O)OC2C1c2cc3c(cc2CCN1C)OCO3 (stereo not given),-1%,-7%,-5,1,13%,-6%,12µM*
Nc1ccc(-c2nc3ccc(-c4nc5ccccc5o4)cc3[nH]2)cc1,6%,-14%,39,28*,9.3µM*,2%,24%
COc1cc(/C=N/NS(=O)(=O)c2ccc(C)c([N+](=O)[O-])c2)cc([N+](=O)[O-])c1O,2%,-32%,.,-1,-31%,-14%,?
Cn1c(=O)c2[nH]c(N3CCOCC3)nc2n(-c2ccccc2)c1=O,1%,-21%,-5,-3,15%,-2%,.
CCOC(=O)C1CCCN(CC(O)COc2cccc(C)c2)C1 (stereo not given),2%,-21%,9,2,3%,-1%,-13%

# Source: PubChem
